Bioassay records deposited in PubChem by National Center for Advancing Translational Sciences (NCATS).
a7 integrin act – activates integrin-mediated alleviation for muscular dystrophy; alpha7betagal myoblasts, beta-gal FDG fluorescence, 48 h; Potency, µM (doses to about 38.3 µM), without a hit: at the top dose activation, usual class: activators; 350,000 compounds, 0.064% hits;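 further: potency means the concentration at half of the fitted maximal effect; 100% = response of the positive control SU9516; nearly all actives have a fitted effect of over 60% in size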
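Alpha7betagal+/- myoblasts (passage 13) were plated 16-24 hr, then exposed to compounds (1:260 dilution of DMSO stock) for 48 hours at 37C. After MPER lysis, β-galactosidase reporter activity was read as FDG fluorescence (ex 480/em 540) after 30 minutes.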
TSG101-PTAP inh – blocks PTAP/TSG101 interaction to inhibit HIV-1 budding; 340,000 tested, under 10 active; Q99816; AID 493005; Potency, µM (highest dose often 115 µM), inactives show at the highest dose activity change, negative = inhibition, actives largely listed as inhibitors; Fluorescence polarization, FITC-PTAP peptide / Tsg101 binding; active means well fitted inhibition curve with a large enough effect in the main read-out, with a control signal flat, not every such curve was filed as active; inconclusive means small, poorly fitted or top-dose-only effect, or effect the other way, or a change in a side signal; inactive means no such curve, though single readings can be large or run the other way; further: potency means the concentration at half of the fitted maximal effect; % of control where 0% means no effect
Target sequence (Q99816 whole entry, looked up): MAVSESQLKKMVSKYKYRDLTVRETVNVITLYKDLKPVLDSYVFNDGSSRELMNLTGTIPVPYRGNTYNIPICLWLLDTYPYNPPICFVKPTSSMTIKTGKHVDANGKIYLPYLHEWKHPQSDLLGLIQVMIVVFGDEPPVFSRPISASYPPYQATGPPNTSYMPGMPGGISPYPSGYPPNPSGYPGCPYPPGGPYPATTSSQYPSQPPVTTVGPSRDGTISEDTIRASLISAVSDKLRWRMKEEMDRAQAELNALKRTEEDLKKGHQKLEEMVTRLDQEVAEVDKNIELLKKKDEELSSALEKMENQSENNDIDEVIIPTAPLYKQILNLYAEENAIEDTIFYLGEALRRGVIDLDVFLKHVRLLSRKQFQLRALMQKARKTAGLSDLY
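Tsg101 binding domain (10 uM final) was mixed with compound and a FITC-labeled PTAP peptide (50 nM final) in HEPES pH 7.5 buffer with NaCl, Tween 20, EDTA and TCEP; fluorescence polarization was read after 20 min at r.t.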
Mito fusion yeast – blocks mitochondrial division or promotes mitochondrial fusion; AID 485298; S. cerevisiae fusion-defective mutant growth rescue, CellTiterGlo 48 h; Potency, µM (titrated, usually from 46.1 µM), inactives show at the highest dose growth rescue (activation), most hits filed as activators; 320,000 compounds, 0.23% hits;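 further: potency means the concentration at half of the fitted maximal effect; % of control where 0% means no effect; nearly all actives have a fitted effect of over 45% in size; temperature-sensitive fusion mutants such as fzo1-1 at 37 °C on non-fermentable ethanol glycerol medium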
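Growth-rescue viability read-out: after 48 h at the non-permissive 37C in glycerol/ethanol YPEG, yeast mitochondrial fusion mutants are measured by CellTiterGlo luminescence; compounds (23 nl pinned per well) restoring growth score as division inhibitors or fusion activators.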
BCR signal inh – inhibitors of chronic active B-cell receptor signaling | ABC-DLBCL IkBa-CBG/CBR reporter, luminescence ratio, 4 h | Potency, µM (top dose mostly 46.1 µM), inactives show top-dose ratio change, negative = lower green/red ratio, usual class: inhibitors | 340,000 compounds, 0.05% hits; active means well fitted inhibition curve with a large enough effect in the signal ratio, with a control signal flat, not every such curve was filed as active; inconclusive means small, poorly fitted or top-dose-only effect, or effect the other way, or a change in a side signal; the % refers to the signal ratio;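 further: potency means the concentration at half of the fitted maximal effect; plate controls were basal doxycycline-induced cells for no effect and cells given 10 µM MG132 for full effect; MG132 reads +100%, hits lower the ratio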
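Cell line TMD8 (human ABC DLBCL), stably expressing tet-inducible CBG68-IkBa fusion and CBR; IMDM/0.5% FBS; cpd up to 46 uM; dox induction, 4 h, 37C/5% CO2; dual luminescence; green/red ratio; MG132 control.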
ELG1 DNA repair – inhibitors of ELG1-dependent DNA repair in HEK293T cells; HEK293T ELG1-luciferase reporter, luminescence, 16 h; DNA damage induced by 5-fluorouridine; Potency, µM (series often up to 46.1 µM), for inactives: at the top dose activity change, negative = inhibition, actives largely listed as inhibitors; 330,000 compounds, 2.3% hits; further: potency means the concentration at half of the fitted maximal effect; on the % scale 0 is the no-effect control and ±100 the full control effect; nearly all actives have a fitted effect of over 55% in size
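In this reporter screen, reduction of luminescence relative to DMSO vehicle indicated activity. Compounds and 5-fluorouridine were added together to 2,000 cells per well, incubated for 16 hr at 37 °C, then developed with ONE-Glo.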
TSHR antag – human thyrotropin receptor antagonism | TSHR-expressing cells, TSH-stimulated cAMP HTRF, 2 h; stronger effect = lower value | AID 504810 | activity change, negative = inhibition, % at 11.5 µM | 330,000 compounds, 0.2% hits | P16473;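 active means activity change below a set negative limit, meaning inhibition stronger than a set level, cut at about -70% in these data; inconclusive means activity change between two set negative limits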; further: on the % scale 0 is the no-effect control and ±100 the full control effect
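Antagonism was scored as loss of TSH-driven cAMP in TSHR cells, stimulated with 4nM TSH (EC80) for 2 hours at 37 deg C and detected by homogeneous HTRF competition immunoassay.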
TCR activator – activates T cell receptor signaling | primary human leukocytes, anti-CD3, IL-2 HTRF, 48 h | Potency, µM (doses to about 9.22 µM), without a hit: top-dose activation of IL-2 secretion, hits mostly activators | 330,000 tested, under 10 active; further: % of control where 0% means no effect
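IL-2 produced over 48 hr by a-CD3 bead-stimulated primary human leukocytes exposed to compounds was detected with a homogeneous time-resolved FRET immunoassay, 665nm acceptor signal after 320nm excitation.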
Eya2 inh – blocks the phosphatase activity of human Eya2; O00167; recombinant Eya2, OMFP fluorescence dephosphorylation (OMFP is methylfluorescein phosphate); Potency, µM (titrated, usually from 76.9 µM), without a hit: at the top dose activity, negative = inhibition, most hits filed as inhibitors; 330,000 compounds, 0.006% hits; further: potency means the concentration at half of the fitted maximal effect; on the % scale 0 is the no-effect control and ±100 the full control effect
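Eya2 (0.2 uM) preincubated 10 min at ambient with compound, then OMFP substrate added at 50 uM; 10 min reaction in 50 mM HEPES pH 7.5, 50 mM NaCl, 5 uM MgCl2, 0.05% BSA, 1 mM DTT. Fluorescence read at Ex 485/Em 525 nm.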
AT treatment – potential ataxia-telangiectasia treatment; […] A-T fibroblasts, KAP-1 phosphorylation AlphaLISA; neocarzinostatin DNA damage 30 min before lysis; Potency, µM (highest dose often 57.5 µM), inactives show at the highest dose activation, actives largely listed as activators; 320,000 compounds, 0.19% hits; AID 485349; further: potency means the concentration at half of the fitted maximal effect; % of control where 0% means no effect; nearly all actives have a fitted effect of over 45% in size
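ATM-like activity read as KAP-1 phosphorylation via AlphaLISA donor/acceptor antibody pairs after lysis and 6 hr at 25C. Cells were ATM-null patient fibroblasts ([…], hTERT), dosed 60 min, then exposed to the DSB inducer NCS for 30 min.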
Tb PFK inh – T. brucei PFK enzyme inhibition. O15648. T. brucei PFK, ADP-Glo luminescence. Potency, µM (series often up to 57.5 µM), inactives show at the top dose activity, negative = inhibition, usual class: inhibitors. 330,000 compounds, 0.17% hits;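 further: potency means the concentration at half of the fitted maximal effect; 0% = uninhibited 1x PFK enzyme wells and -100% = no-enzyme wells; nearly all actives have a fitted effect of over 60% in size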
Target sequence (O15648 whole entry, looked up): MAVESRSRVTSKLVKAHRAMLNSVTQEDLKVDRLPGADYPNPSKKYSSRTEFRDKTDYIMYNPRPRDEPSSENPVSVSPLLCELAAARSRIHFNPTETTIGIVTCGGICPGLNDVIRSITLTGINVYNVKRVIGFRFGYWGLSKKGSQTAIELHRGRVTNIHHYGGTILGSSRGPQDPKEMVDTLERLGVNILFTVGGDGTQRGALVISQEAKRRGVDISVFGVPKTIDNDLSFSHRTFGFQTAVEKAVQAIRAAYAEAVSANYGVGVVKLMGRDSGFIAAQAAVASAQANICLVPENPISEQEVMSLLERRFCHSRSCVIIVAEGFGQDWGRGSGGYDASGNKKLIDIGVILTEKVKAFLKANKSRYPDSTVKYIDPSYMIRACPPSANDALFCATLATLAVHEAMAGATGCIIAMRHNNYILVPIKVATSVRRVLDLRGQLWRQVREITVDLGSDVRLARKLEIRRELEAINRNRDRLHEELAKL
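Activity is normalized to no-enzyme wells (full inhibition) and 1.25 nM enzyme wells (no inhibition). Reaction: 0.5 mM F6P, 0.1 mM ATP, 45 min RT, ADP-Glo luminescence; concentration-response curves fitted and classed by quality.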
S-ASM inh – inhibitors of human secretory acid sphingomyelinase. P17405. placental ASM, HMU-PC fluorogenic substrate, 60 min. Potency, µM (doses to about 57.5 µM), for inactives: at the highest dose activity change, negative = inhibition, usual class: inhibitors. 340,000 compounds, 0.006% hits. AID 504937; further: potency means the concentration at half of the fitted maximal effect
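Human placenta-derived ASM enzyme was preincubated with compound for 10 minutes at room temperature, then given fluorogenic substrate HMU-PC0 (9 uM final) for 60 minutes at 37 °C; a pH 10 stop preceded fluorescence reading at Ex 386/Em 447 nm.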
The depositor's hits bear a star; i = inactive; ? = inconclusive; . = not tested or not shown; [ ] = remark or other dose. Unless noted, the call rests on the fitted dose curve; in most records, active means well fitted curve in the direction sought with a large enough effect; inconclusive means small, poorly fitted or top-dose-only effect, or another doubt; inactive means no such curve, though single readings can be large; an effect the other way counts as inactive or inconclusive. No enrichment for hits, and some 3.2% of all compounds hit somewhere here.

SMILES	a7 integrin act	TSG101-PTAP inh	Mito fusion yeast	BCR signal inh	ELG1 DNA repair	TSHR antag	TCR activator	Eya2 inh	AT treatment	Tb PFK inh	S-ASM inh
CC(NCC(O)c1ccc([N+](=O)[O-])cc1)C12CC3CC(CC(C3)C1)C2 (configuration not stated)	-13%	0%	?	8%	-9%	-8	-8%	-7%	3%	0%	-2%
O=C(CN1C(=O)C2CCc3[nH]c4ccccc4c3C2C1=O)N1CCCC1 (configuration not stated)	-10%	-5%	-5%	0%	13%	-2	1%	2%	1%	0%	0%
COCCNc1ncnc2c1nc1n2CCCC1	2%	-4%	-3%	8%	6%	-7	-2%	0%	-6%	0%	-1%
Cc1noc(C)c1C(=O)Nc1ccc(C#N)cc1	1%	-3%	-1%	-2%	-3%	9	1%	-2%	5%	-2%	0%
CCNC(=O)CC1SC(=Nc2ccccc2C)N(C)C1=O (configuration not stated)	-5%	-4%	-5%	?	9%	2	4%[46.1 µM]	-6%	1%	1%	1%
S=c1[nH]nc(-c2ccco2)n1C1CCCCC1	37%	0%	-1%	1%	11%	-15	3%[46.1 µM]	6%	2%	-1%	5%
COc1cc(C=O)ccc1OCCOc1ccccc1[N+](=O)[O-]	26%	-2%	0%	1%	?	-9	7%[46.1 µM]	-3%	6%	5%	0%
CC(=O)Nc1ccc(NC(=O)COc2ccc(Br)cc2C)cc1	-17%	-1%	8%	-3%	7%	10	1%[46.1 µM]	-2%	7%	-1%	-2%
CCOc1cc(N2CCOCC2)c(OCC)cc1NC(=O)c1nc2nc(C)cc(C)n2n1	0%	-4%	-8%	0%	7.9µM*	-2	-3%	-1%	-5%	-1%	-9%
COCCNC(=O)C1CCCN(c2nn3c(=O)cc(C)nc3s2)C1 (configuration not stated)	16%	-3%	5%	-1%	17%	-4	1%	-2%	2%	0%	8%
O=C(OCc1nc(-c2ccccc2Cl)no1)c1ccco1	19%	-2%	-3%	3%	19%	-5	-2%	-4%	-2%	1%	-3%
Cn1nnnc1SCCNCc1ccccc1OCc1ccccc1Cl	-32%	1%	6%	0%	?	-3	9%	-3%	4%	-2%	1%
O=C(c1ccc(Cl)c(S(=O)(=O)N2CCOCC2)c1)N1CCc2ccccc2C1	13%	0%	.	0%	?	.	1%	-15%	5%	3%	-4%
O=C(COc1ncnc2ccccc12)Nc1ccccc1[N+](=O)[O-]	-20%	1%	-19%	-8%	-12%	16	3%	10%	-8%	0%	5%
Cc1nn(C)cc1CNC(=O)CCC(=O)O	20%	2%	-1%	-18%	7%	-6	11%	-7%	-1%	-1%	1%
O=C(Nc1ccc(Cl)cc1)c1cccs1	-31%	-5%	4%	.	.	.	1%	.	.	.	-3%
NC(=O)c1oc2ccccc2c1NC(=O)C1COc2ccccc2O1 (configuration not stated)	-9%	1%	1%	?	?	5	10%	6%	-1%	5%	-1%
COc1ccc2nc(C)c(C(N)=O)cc2c1	10%	0%	1%	-3%	-16%	10	-1%	-18%	1%	0%	0%
O=C(Nc1ccsc1C(=O)O)c1cccc(C(F)(F)F)c1	15%	-4%	6%	?	?	9	-37%	-3%	9%	7%	11%
Cc1ccc(Cn2c(=O)n(Cc3ccco3)c(=O)c3ccccc32)cc1	1%	-3%	5%	-11%	10%	-12	-1%[46.1 µM]	8%	-2%	5%	-4%
CCCN(CC(=O)Nc1ccc(F)c(F)c1F)CC(=O)Nc1c(Cl)cccc1Cl	?	-3%	4%	22%	?	2	3%[46.1 µM]	-15%	4%	0%	-1%
COc1ccccc1C(=O)Nc1cc2cc(Cl)ccc2oc1=O	5%	-10%	1%	8%	?	12	.	-7%	-3%	0%	0%
CCCCN(CC)Cc1c(O)ccc2c(-c3ccccc3)cc(=O)oc12	-17%	-5%	2%	-19%	?	-7	-1%	-21%	-2%	3%	96%[activator]
COc1ccc2cc(CN(CC3CCCO3)S(=O)(=O)c3ccccc3Cl)c(=O)[nH]c2c1 (configuration not stated)	-21%	-4%	24%	?	?	2	.	-16%	0%	1%	-5%
COc1ccc(NC(=S)N/N=C/c2cccn2Cc2ccc(F)cc2Cl)cc1	3%	-2%	0%	4%	?	23	-2%	-4%	-6%	0%	-16%

Whole records, looked up by structure. Order of screens: a7 integrin act	TSG101-PTAP inh	Mito fusion yeast	BCR signal inh	ELG1 DNA repair	TSHR antag	TCR activator	Eya2 inh	AT treatment	Tb PFK inh	S-ASM inh
Listed for CCCN(CC(=O)Nc1ccc(F)c(F)c1F)CC(=O)Nc1c(Cl)cccc1Cl = ?	-3%	4%	22%	?	2	3%[46.1 µM]	-15%	4%	0%	-1%
Listed for CCOc1cc(N2CCOCC2)c(OCC)cc1NC(=O)c1nc2nc(C)cc(C)n2n1 = 0%	-4%	-8%	0%	7.9µM*	-2	-3%	-1%	-5%	-1%	-9%
Listed for CCNC(=O)CC1SC(=Nc2ccccc2C)N(C)C1=O (configuration not stated) = -5%	-4%	-5%	?	9%	2	4%[46.1 µM]	-6%	1%	1%	1%
Listed for COc1ccc2cc(CN(CC3CCCO3)S(=O)(=O)c3ccccc3Cl)c(=O)[nH]c2c1 (configuration not stated) = -21%	-4%	24%	?	?	2	.	-16%	0%	1%	-5%
Listed for O=C(c1ccc(Cl)c(S(=O)(=O)N2CCOCC2)c1)N1CCc2ccccc2C1 = 13%	0%	.	0%	?	.	1%	-15%	5%	3%	-4%

Continued:
SMILES	a7 integrin act	TSG101-PTAP inh	Mito fusion yeast	BCR signal inh	ELG1 DNA repair	TSHR antag	TCR activator	Eya2 inh	AT treatment	Tb PFK inh	S-ASM inh
CC(=O)c1ccccc1OC(=O)COc1ccc([N+](=O)[O-])cc1	6%	0%	0%	6%	-2%	-1	-1%	10%	11%	1%	3%
Cc1cc(Nc2cccc([N+](=O)[O-])c2)c2cccc(C)c2n1	-26%	2%	-4%	?	0%	-2	-1%	-8%	-5%	-3%	-4%
Clc1ccc2ncc(-c3nnnn3-c3ccccc3)c(-c3ccccc3)c2c1	-62%[inhibitor]	-4%	9%	-12%	-14%	1	0%	-16%	0%	-17%	?
CC(=O)Nc1ccc(NC(=O)COc2ccc(S(=O)(=O)N3CCCC3)cc2C)cc1	1%	-3%	-2%	5%	-12%	0	-5%	4%	-6%	1%	-3%
CCOC(=O)CSc1nc2ccccc2c(=O)n1C	0%	2%	7%	-1%	-17%	-6	-1%[46.1 µM]	-4%	2%	3%	-1%
Cc1ccc(CCNS(=O)(=O)c2ccc3c(c2)C(C)(C)C(=O)N3C)cc1	1%	-1%	5%	1%	18%	3	5%	-1%	-4%	1%	0%
Cc1ccc(-n2ncc3c(=O)n(CC(=O)N(C)C)cnc32)cc1	-10%	-8%	-4%	10%	5%	0	-3%	1%	0%	1%	-2%
COc1ccc(NC(=O)CN(c2ccc([N+](=O)[O-])cc2)S(=O)(=O)c2ccccc2)cc1	2%	-2%	9%	?	?	-18	6%[46.1 µM]	-11%	.	-5%	-3%
Nc1ccc(-c2nc3ccc(N)cc3s2)cc1	9%	-2%	2%	?	?	-5	-5%	-10%	6%	-6%	i
COC(=O)c1ccccc1S(=O)(=O)NNC(=O)Nc1ccccc1	5%	0%	-12%	0%	?	-1	5%	-3%	-30%	4%	2%
Cc1ccc(C(=O)NCC(c2ccco2)N2CCc3ccccc3C2)cc1 (configuration not stated)	17%	-4%	13%	5%	-1%	-5	8%	2%	1%	-2%	4%
O=C(NCc1ccco1)C1CCCN(S(=O)(=O)c2ccc(-n3cnnn3)cc2)C1 (configuration not stated)	-17%	-4%	-5%	-1%	0%	17	2%	-1%	16%	-26%	0%
CCOC(=O)c1[nH]c2cc3c(cc2c1NC(=O)CN1CCC2(CC1)OCCO2)OCO3	-26%	-6%	2%	13%	?	-7	0%	-15%	8%	-9%	11%
